Source: PubChem
SENP7 block: SENP7 protease inhibitors, primary screen, biochemical, luminescence, uHTS; inhibition, % at 5 µM; recombinant SENP7, Z-RLRGG-aminoluciferin luminescence, 40 min; Sentrin-specific protease 7 (Homo sapiens), Q9BQF6; 330,000 compounds, 1.5% hits;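 active means inhibition above about 50% at the single test dose, limit read from the data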;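 further: plate controls were DMSO with enzyme for no effect and no enzyme buffer wells for full effect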
Apaf1 inhib: inhibitors of human Apaf-1 apoptosome, primary screen, biochemical, DEVD-Rh110 fluorescence, uHTS; inhibition, % at 20 µM; AID 489030, 2010; 330,000 compounds, 0.71% hits; Apoptotic protease-activating factor 1 (Homo sapiens), O14727; reconstituted apoptosome caspase-3 activity; active means inhibition of at least 40% at 20 µM;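 further: plate controls were DMSO wells for no effect and DEVD-CHO caspase inhibitor wells for full effect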
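Assay system: Apoptosome proteins | Medium: pH 7.5 Hepes buffer with CHAPS, BSA, DTT | Also added: Cytochrome c and DEVD-Rh110 substrate | Times: 30 min plus 50 min, RT | Detection: Rhodamine 110 fluorescence at Ex 480/Em 540 nm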
UBC13 polyUb: UBC13 polyubiquitin chain formation inhibitors, primary screen, biochemical, TR-FRET, uHTS. inhibition, % at 20 µM. AID 485273, 2010. 330,000 compounds, 0.47% hits. Ubiquitin-conjugating enzyme E2 N (Homo sapiens), P61088; in the data active means inhibition above about 45%, passing the limit was not always enough; inconclusive means no clear call, values can overlap the other calls
Target sequence (P61088 whole entry, looked up): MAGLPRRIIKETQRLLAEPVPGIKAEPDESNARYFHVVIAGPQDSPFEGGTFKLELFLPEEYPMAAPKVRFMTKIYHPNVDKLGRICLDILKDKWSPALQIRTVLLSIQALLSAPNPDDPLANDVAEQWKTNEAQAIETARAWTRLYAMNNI
Gli-Sufu block: Gli-Sufu pathway antagonists, primary screen, luciferase luminescence, Sufu-KO-LIGHT cells, uHTS; 340,000 compounds, 0.74% hits; inhibition, % at 5 µM; Sufu-KO-LIGHT fibroblasts, Gli luciferase reporter luminescence;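 active means inhibition above about 55%, limit read from the data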;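 further: 0% = DMSO-treated cells and 100% = wells with medium but no cells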
Jurkat NFkB inh: inhibitors of induced NF-kB luciferase reporter, primary screen, TCR NF-kB activation inhibitor project, cell-based, luminescence, uHTS | AID 435003, 2010 | inhibition, % at 4 µM | Jurkat, PMA/ionomycin-induced NF-kB luciferase reporter | 330,000 compounds, 0.53% hits
HKDC1 inh: HKDC1 hexokinase inhibitors, primary screen, biochemical, fluorescence, uHTS. 340,000 compounds, 0.16% hits. AID 493160, 2011. recombinant HKDC1, G6PDH/diaphorase resazurin coupled fluorescence. inhibition, % at 20 µM;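 active means inhibition above about 35% when tested at 20 µM, limit read from the data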;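 further: plate controls were DMSO wells with enzyme for no effect and DMSO wells lacking enzyme for full effect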
Target sequence (Q2TB90 whole entry, looked up): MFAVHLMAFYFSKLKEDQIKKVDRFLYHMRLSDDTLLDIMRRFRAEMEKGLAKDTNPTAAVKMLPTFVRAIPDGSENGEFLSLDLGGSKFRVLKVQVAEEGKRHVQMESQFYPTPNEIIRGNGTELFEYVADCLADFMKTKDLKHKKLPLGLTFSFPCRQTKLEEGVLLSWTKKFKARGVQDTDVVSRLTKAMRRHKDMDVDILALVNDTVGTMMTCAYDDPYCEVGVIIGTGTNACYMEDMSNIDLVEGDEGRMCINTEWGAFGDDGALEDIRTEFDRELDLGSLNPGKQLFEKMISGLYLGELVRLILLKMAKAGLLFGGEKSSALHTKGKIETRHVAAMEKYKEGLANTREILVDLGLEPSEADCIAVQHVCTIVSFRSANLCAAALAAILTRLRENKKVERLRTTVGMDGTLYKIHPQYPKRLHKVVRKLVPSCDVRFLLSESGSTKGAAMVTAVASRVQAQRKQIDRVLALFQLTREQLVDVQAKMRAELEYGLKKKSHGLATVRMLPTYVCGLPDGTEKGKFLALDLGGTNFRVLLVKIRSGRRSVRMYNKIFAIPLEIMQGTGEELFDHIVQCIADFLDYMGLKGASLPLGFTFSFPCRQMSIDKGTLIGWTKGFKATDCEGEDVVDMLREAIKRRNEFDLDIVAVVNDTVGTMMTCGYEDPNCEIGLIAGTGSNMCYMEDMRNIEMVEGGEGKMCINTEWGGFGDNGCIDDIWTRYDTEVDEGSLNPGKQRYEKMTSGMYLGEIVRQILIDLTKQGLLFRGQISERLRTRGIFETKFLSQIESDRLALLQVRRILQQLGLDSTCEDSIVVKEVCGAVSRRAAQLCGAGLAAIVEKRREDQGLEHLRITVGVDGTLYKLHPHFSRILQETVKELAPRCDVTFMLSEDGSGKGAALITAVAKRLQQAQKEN
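Assay system: in-house recombinant HK5 (HKDC1) enzyme. Input: HKDC1 at 5 µg/mL. Medium: Tris pH 8.0 buffer with MgCl2, Tween-20, BSA, BME. Dosing: single 20 µM dose. Schedule: 90 min reaction incubation at room temperature, dark. Signal: resazurin-to-resorufin fluorescence via G6PDH and diaphorase coupling, 525/613 nm. Controls: DMSO-enzyme wells negative, buffer-substituted wells positive.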
SENP8 block: SENP8 protease inhibitors, primary screen, biochemical, luminescence; inhibition, % at 10 µM; purified SENP8, Z-RLRGG-aminoluciferin cleavage; AID 2540, 2010; 330,000 compounds, 1.2% hits
697 NFkB inh: inhibitors of PMA/ionomycin-induced NF-kB reporter, 697 cells, primary screen, B-cell NF-kB inhibitor project, cell-based, luminescence, uHTS; 697 B-cell NF-kB luciferase reporter, 16 h; inhibition, % at 4 µM; 330,000 compounds, 0.33% hits; in the data active means inhibition above about 35%
* = called active by the depositor; ? = inconclusive; nt = no result given. Unless noted, no stated cut-off is given here; in the data, active means inhibition above about 50%; inactive means the rest.

SMILES	SENP7 block	Apaf1 inhib	UBC13 polyUb	Gli-Sufu block	Jurkat NFkB inh	HKDC1 inh	SENP8 block	697 NFkB inh
O=C(Cn1c(=O)oc2ccccc21)Nc1ccccc1Cl	5	-3	-3	20	8	-9	9	9
NCCCC(=O)O	2	-4	6	-6	16	-4	4	-4
c1ccc(COc2ccc(CNCc3cccnc3)cc2)cc1	-4	3	2	6	-32	-12	-9	-14
O=C(Nc1ccc(N2CCOCC2)c(Cl)c1)c1ccc(Cl)cc1	7	10	-2	-30	-36	-2	-12	-45
CC(=O)N1CC=CC1(CC(C)C)C(=O)NCCN1CCOCC1 (configuration not stated)	5	-2	1	-7	4	2	-6	-13
O=C(c1ccco1)N1CCN(C(c2ccccc2F)c2nnnn2CC2CCCO2)CC1 (configuration not stated)	6	4	-6	4	-13	-8	3	-8
CCN(C[C@H]1N[C@@](CC)(C(=O)OC)[C@H]2C(=O)N(C)C(=O)[C@@H]12)C(=O)Nc1ccc(Cl)cc1	0	-1	2	-13	4	-3	-3	11
O=c1c2cc([N+](=O)[O-])ccc2nc2n1CCCC2	0	0	-19	8	-10	-3	-14	7
CCN(CC)CCn1c2c(c(SCC(=O)Nc3cc(C)cc(C)c3)nc1=O)CCC2	10	3	3	17	-8	-4	-7	6
CCn1nc(C)c(CNC(=O)c2cc(COc3ccc(C)nc3)on2)c1C	-3	-7	0	-6	5	6	-3	-9
CC1CCCN(c2nc3c(c(=O)[nH]c(=O)n3C)n2CCCc2ccccc2)C1 (configuration not stated)	-6	21	-6	7	-22	6	-6	-47
CC(C)(C)CC(=O)Nc1nnc(SCC(=O)N2CCCCC2)s1	0	9	1	4	9	-2	9	-17
Cc1ccc(-c2nnc(N3CCN(CCO)CC3)c3ccccc23)cc1	1	6	-9	24	4	-5	0	1
CCn1c(=O)c2c(nc(SCC(=O)N3CCCC(C)C3)n2C)n(C)c1=O (configuration not stated)	-3	-2	1	27	1	-3	-3	7
COCCNC(=O)CCc1nc2cccnc2n1Cc1ccc(OC)cc1	-3	-2	1	4	-26	-8	11	-9
O=C(NN1CCOCC1)c1cccc2ccccc12	16	-34	3	3	-8	-11	5	1
CCc1nnc(NS(=O)(=O)c2ccc(N=Cc3c(C)[nH]n(-c4ccc(C)cc4)c3=O)cc2)s1	-7	4	-43	43	-4	7	-9	-21
Cc1onc(-c2c(F)cccc2Cl)c1C(=O)Nc1sc2c(c1C#N)CCC(C(C)(C)C)C2 (configuration not stated)	-6	5	-18	11	14	1	1	-26
Cc1cc(=O)oc2cc(OCC(=O)OCC(=O)Nc3ccc(C(N)=O)cc3)ccc12	3	-17	1	6	4	-5	1	20
CN(C)CCCN(C(=O)c1cc2ccccc2oc1=O)c1nc2ccc(F)cc2s1	-1	15	-5	4	-8	1	-2	-65
Nc1c(C(=O)O)ccc2c1C(=O)c1ccccc1C2=O	4	4	-85	24	18	17	54*	12
Cc1c(CNCCc2ccccc2Cl)c(C(=O)O)c(C)n1-c1ccccc1	1	10	6	-1	9	5	10	7
CCOc1ccccc1-c1cc(-c2ccc(OC)cc2)nc2c1c(=O)n(C)c(=O)n2C	9	1	13	-38	38	-6	2	15
COc1cc(-c2nc(Cc3ccccc3Cl)no2)cc(OC)c1OC	-4	22	2	7	-6	1	-13	14
CC(=O)c1c(C)[nH]c(C(=O)COC(=O)c2cccs2)c1C	11	5	8	-32	5	-1	-2	5
COc1ccc(CN2CCN(C(=O)c3cc(-c4cccnc4)nc4ccc(Cl)cc34)CC2)c(OC)c1OC	7	6	-8	18	6	-7	0	14
NC(=O)C1CCN(CCC(=O)Nc2cccc(Cl)c2)CC1	-10	-9	5	2	11	-5	7	8
CC(=O)c1cc2c(cc1NS(=O)(=O)c1ccc(F)cc1)OCO2	5	12	7	2	-8	-10	-3	-2
FC(F)(F)c1ccncc1-c1nnc(C2CCCCC2)o1	-5	-12	0	0	-2	-5	-1	4
Cn1c(=O)c(C(=O)Nc2ccccc2S(N)(=O)=O)c(O)c2ccccc21	-3	-1	?	-19	7	1	0	-90
CC(=O)c1ccc(NC(=O)CN2C(=O)NC3(CCCc4ccccc43)C2=O)cc1 (configuration not stated)	-1	-4	6	-11	6	-3	10	-11
COc1ccc(-n2cnc3cc(C(=O)NC4CCCC4)ccc32)cc1	0	-7	-5	-1	4	3	0	11
Cc1cccc(C)c1NC(=O)C1CCN(S(C)(=O)=O)CC1	-1	-1	-1	3	4	5	-13	11
CCc1ccc(CN(C(=O)c2cccs2)C2CCS(=O)(=O)C2)cc1 (configuration not stated)	-11	9	-1	-6	3	-6	-12	-11
CCc1noc(C)c1C(=O)N(C)CC(=O)Nc1ccccc1C(F)(F)F	4	9	3	23	10	-7	-4	4
COc1cc(C(=O)N2CCC(C(N)=O)CC2)ccc1OCc1c(C)noc1C	8	-1	5	3	2	-8	-3	10
O=C1C=C(c2cc(Cl)cc(Cl)c2)C[C@@H](c2ccc(F)cc2)C1	-4	16	-12	0	-27	3	-2	-25
CCc1cccc(C)c1NC(=O)CSc1nnc(CCCOc2ccc(Cl)cc2Cl)n1C	-4	17	-2	14	8	4	-9	-11
COc1ccc(OCc2nc(N)nc(Nc3ccccc3)n2)cc1	-4	-3	6	-5	-9	4	-6	-1
Cc1ccc(S(=O)(=O)CCSC(=N)N)cc1	12	0	6	9	6	-1	-5	21
COc1cc(CN2CCN(Cc3c[nH]c4ccccc34)CC2CCO)cc(OC)c1 (configuration not stated)	6	5	0	13	-5	-7	-2	-4
CCN(CC)S(=O)(=O)c1ccc(NC2c3ccccc3C(=O)N2CCN2CCOCC2)cc1 (configuration not stated)	0	0	-9	6	13	12	2	9
O=C(O)CNC(=O)c1ccc(NS(=O)(=O)c2ccc3ccccc3c2)cc1	-10	6	-7	-13	-8	-2	-3	-2
C/C(=N\NC(=O)c1nnn(-c2nonc2N)c1-c1cccs1)c1cccc(O)c1	1	1	0	4	2	1	1	-9
Cc1cccc(C)c1NC(=S)NCc1ccncc1	5	-4	4	-8	4	-3	-5	8
COCc1cc(C)nc(SCC(=O)NC2CCCCC2C)c1C#N (configuration not stated)	-12	-11	3	-1	8	-6	4	6
Cc1ccccc1C(=O)N1CCC(C(=O)N2CCN(Cc3ccc4c(c3)OCO4)CC2)CC1	2	4	0	-1	5	-5	-1	2
CCNc1nc(NCC)n2c(SCC(=O)N(CC)C3CCCCC3)nnc2n1	-2	-3	-8	9	2	-5	-11	-31
CN(CC1COc2ccccc2O1)C(=S)NC1CCCCC1 (configuration not stated)	2	-2	2	-13	-8	4	-1	-6
Cn1cc(Cl)c(C(=O)Nc2cccc(Cl)c2Cl)n1	3	-17	-4	-22	-23	-10	-6	-24
Next compounds
SMILES	SENP7 block	Apaf1 inhib	UBC13 polyUb	Gli-Sufu block	Jurkat NFkB inh	HKDC1 inh	SENP8 block	697 NFkB inh
CCCCC1=CC2=CC(=O)C(C)(OC(=O)CC)C(=O)C2=CN1Cc1ccccc1 (configuration not stated)	-5	16	-37	14	-3	24	1	7
O=[N+]([O-])c1ccccc1OCCOc1ccccc1[N+](=O)[O-]	3	-6	6	-44	-63	-7	-8	-46
COc1cc(C2NC(=O)NC(C)=C2C(=O)OCC2CCCO2)ccc1O (configuration not stated)	6	-1	2	-11	-1	2	-4	-2
O=C1OC(c2cccc([N+](=O)[O-])c2)C2(CCCC2)C(=O)C12CCCCC2 (configuration not stated)	2	2	2	3	6	4	-2	9
Clc1cccc(-c2noc3ncnc(Nc4ccc5c(c4)OCO5)c23)c1	-6	12	2	1	-6	-1	0	8
CCc1cc(=S)n2c([nH]c3ccccc32)c1C#N	0	17	-23	1	6	8	-6	-3
COc1ccc(NC(=O)c2c(-c3ccccc3)noc2C)c(OC)c1	-2	6	0	43	0	-4	4	5
Cc1cc(C)cc(NS(=O)(=O)c2coc(C(N)=O)c2)c1	10	1	3	-3	10	-5	-1	4
Cc1nn(-c2ccccc2)c2sc(C(=O)NC3CCCCC3)cc12	-4	0	1	7	-6	3	4	24
O=C1CCCc2c1[nH]c1ccc(Br)cc21	0	9	3	1	-6	0	-9	12

A portion from the list above, for reference:
SMILES	SENP7 block	Apaf1 inhib	UBC13 polyUb	Gli-Sufu block	Jurkat NFkB inh	HKDC1 inh	SENP8 block	697 NFkB inh
CCc1cc(=S)n2c([nH]c3ccccc32)c1C#N	0	17	-23	1	6	8	-6	-3
COc1ccc(NC(=O)c2c(-c3ccccc3)noc2C)c(OC)c1	-2	6	0	43	0	-4	4	5
Cc1cc(C)cc(NS(=O)(=O)c2coc(C(N)=O)c2)c1	10	1	3	-3	10	-5	-1	4
Cc1nn(-c2ccccc2)c2sc(C(=O)NC3CCCCC3)cc12	-4	0	1	7	-6	3	4	24
O=C1CCCc2c1[nH]c1ccc(Br)cc21	0	9	3	1	-6	0	-9	12

Next part:
SMILES	SENP7 block	Apaf1 inhib	UBC13 polyUb	Gli-Sufu block	Jurkat NFkB inh	HKDC1 inh	SENP8 block	697 NFkB inh
O=C(Cc1ccccc1)NCCn1ccc2ccccc21	2	4	-2	2	15	-1	-2	-17
O=C(CNc1ccc2ccccc2c1)NNC1=NCCC1	2	3	3	-5	12	0	-3	-8
CN(Cc1ccc(OC(F)F)cc1)C(=O)c1ccc2nccnc2c1	6	20	-10	4	-7	-6	5	-26
COCCN(C(=O)CCC(=O)Nc1nccs1)C(C(=O)NC(C)(C)C)c1ccc(Cl)cc1 (configuration not stated)	1	-15	1	8	-2	9	1	14
O=C(CN1C(=O)NC2(CCCCC2)C1=O)N1CCN(S(=O)(=O)c2ccc(F)cc2)CC1	-1	-4	0	-7	6	-3	2	17
COc1ccc2[nH]c3c(c2c1)CCN1C(=O)N([C@@H](C)C(=O)NCc2ccc(C)cc2)C(=O)[C@]31C	-3	-8	2	9	12	-3	0	2
COc1ccc(-c2oc3cccnc3c2-c2ccc(OC)nc2)cc1	-3	20	6	-23	-29	2	8	-38
COc1ccc(CNn2c(C)nc3ccccc3c2=O)cc1	2	-7	47*	-7	11	-8	-3	11
CNc1nc(C)c(C(C)=O)cc1C#N	-1	-4	-4	-17	-2	4	-4	7
CC(=O)c1cc2ccc(O)cc2oc1=O	18	-24	9	-5	5	-4	4	13
O=C(COC(=O)CCCN1C(=O)c2cccc3cccc(c23)C1=O)Nc1ccc(Cl)cc1	-4	14	33	-2	-2	-7	-6	5
O=C(CCNS(=O)(=O)c1ccccc1)N1CCCCCCC1	-1	0	4	-21	1	-2	0	15
O=c1cc(N2CCN(Cc3ccccc3)CC2)[nH]c(=O)n1Cc1ccc(F)cc1	2	-9	6	4	3	-9	0	-2
CC(=O)OCCN1C(=O)c2cccc3cc([N+](=O)[O-])cc(c23)C1=O	-6	-8	-24	nt	4	nt	-1	5
COc1cccc(CNc2nc3ccccc3n2CCN2CCCCC2)c1OC	9	7	4	7	6	0	1	-31

3 compounds from above, limited to 697 NFkB inh and Apaf1 inhib.
Structure | 697 NFkB inh | Apaf1 inhib
O=c1cc(N2CCN(Cc3ccccc3)CC2)[nH]c(=O)n1Cc1ccc(F)cc1 | -2 | -9
CC(=O)OCCN1C(=O)c2cccc3cc([N+](=O)[O-])cc(c23)C1=O | 5 | -8
COc1cccc(CNc2nc3ccccc3n2CCN2CCCCC2)c1OC | -31 | 7
